Source: PubChem (University of Kansas High Throughput Screening Laboratory)
Pf apPOL block – Pf-apPOL DNA polymerase inhibition | Recombinant Pf-apPOL, molecular beacon fluorescence, 1.5 h | inhibition, % at 10 µM | 210,000 compounds, 0.25% hits | AID 1794808
mHTT-CaM PPI inh – mHTT-calmodulin interaction abrogation; P42858; AlphaScreen His-mHTT/GST-CaM binding, luminescence; inhibition, % at 15 µM; 190,000 compounds, 3.6% hits;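 further: 0% = both proteins with DMSO and 100% = one protein alone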
* = called active by the depositor; · = not tested or not shown; & = joins results of further samples. No stated cut-off is given here; in the data, active means inhibition above about 50%; inactive means the rest.

SMILES | Pf apPOL block | mHTT-CaM PPI inh
O=C(CCCOc1ccc(Cl)cc1Cl)Nc1ccncc1 | 4.1 | 6.5
CCc1cc2c(=O)c(-c3ccc4c(c3)OCO4)c(CC)oc2cc1OC(C)C | 2.7 | -7.9
CCN(CC)C(=O)CSc1nc2n[nH]c(C)c2c(=N)n1-c1ccc(Oc2ccccc2)cc1 | -3.2 | 13.0
CCCCCSc1nc2n(n1)C(c1ccc([N+](=O)[O-])cc1)C1=C(CCCC1=O)N2 (stereo not given) | 1.9 | 6.0
CCOC(CNC(=O)CCNC(=O)c1ccc(OC)c(OC)c1)OCC | -6.8 | -1.0
O=C(NCc1ccc(C(F)(F)F)cc1)C1CCN(c2nnc(-c3ccccc3)o2)CC1 | -4.0 | 14.0
CN1C(=O)C2CCCCN2c2ccc(C(=O)NCCCN(C)C3CCCCC3)cc21 (stereo not given) | -0.1 | 10.3
CCCn1ncc(N2CCC(C(=O)N(C)Cc3cn(C)nc3C)CC2)cc1=O | -8.6 | -1.0
O=C(Nc1ccc(O)cc1)c1cc2n(n1)C(C(F)(F)F)CC(c1ccco1)N2 (stereo not given) | -9.5 | -5.2
Cc1nc(-c2ccc([N+](=O)[O-])cc2)cs1 | 0.8 | 8.7
CC(C(=O)NCc1ccccc1Cl)N1C(=O)CCCc2ccccc21 (stereo not given) | -4.7 | -1.8
O=S(=O)(Nc1ccccc1F)c1cccc2nsnc12 | 5.1 | 4.0
O=C(Nc1cccc(-c2nc3ncccc3o2)c1)c1ccc(Cl)c(Cl)c1 | -1.8 | 11.0
CNc1nccc(N2CCC(CC(=O)NCc3cccc(C(F)(F)F)c3)CC2)n1 | 1.4 | 53.6*
CCn1cc2c3c(cccc31)CN(C(=O)C1CCCC1)CC2 | -1.5 | 19.6
COCCN1COc2ccc3c(=O)c(-c4ccc(OC)cc4)c(C)oc3c2C1 | -8.3 | 3.7
COc1ccc([C@H]2C3C=CCC(c4ccccc4)C3C(=O)N2Cc2ccccc2)cc1Cl (stereo not given in full) | 0.1 | 21.6
Cc1ccc(-n2ncc3c(=O)[nH]c(SCC(=O)Nc4nccs4)nc32)cc1C | 0.8 | 12.0
CC1=CC(C)(C)N(C(=O)CSc2n[nH]c(-c3ccccc3)n2)c2ccc(C)cc21 | -6.7 | 21.0
COc1ccc(-c2oc3ncn(CCO)c(=N)c3c2-c2ccc(OC)cc2)cc1 | -2.1 | 18.0

Reformatted field by field: 2 of the compounds above
O=C(CCCOc1ccc(Cl)cc1Cl)Nc1ccncc1
  Pf apPOL block = 4.1; mHTT-CaM PPI inh = 6.5

CCc1cc2c(=O)c(-c3ccc4c(c3)OCO4)c(CC)oc2cc1OC(C)C
  Pf apPOL block = 2.7; mHTT-CaM PPI inh = -7.9

Continuation.
SMILES | Pf apPOL block | mHTT-CaM PPI inh
COCc1cc(C)nc2sc(C(=O)c3ccc(Cl)cc3Cl)c(N)c12 | 10.7 | -38.0
COc1cc2c(cc1OC)Cc1cc(OC)c(OC)cc1C(=O)C2 | -5.8 | 12.3
COc1ccc(CNc2nccn3cnc(C)c23)c(OC)c1 | -9.2 | 27.9
Cc1ccc(NC(=O)Cn2nc(N3CCCCCC3)c3ccccc3c2=O)cc1C | -2.2 | 5.2
COc1ccc(C(=O)Nc2cc3nn(-c4ccc(Cl)cc4)nc3cc2C)cc1[N+](=O)[O-] | 4.2 | 2.0
COC(=O)[C@H](C(C)C)N(Cc1cn(Cc2ccccc2)nn1)S(=O)(=O)c1ccccc1Br | -4.4 | 17.8
CN1c2ccccc2C(=O)NC12CCN(C(=O)c1ccccc1)CC2 | -6.5 | -8.7
CSC(=NCC1CC1)NC(C)(C)C | -1.6 | ·
COC(=O)C(C)Oc1ccc(C=C2Oc3cc(OC)ccc3C2=O)cc1OC (stereo not given) | -4.9 | -7.7
CCC(=O)Nc1ccc(S(=O)(=O)N2CCCC(C)(C(=O)NCc3ccccc3)C2)cc1 (stereo not given) | -3.3 | 2.7
CCOc1ccc(C2CC(c3cccc(OC)c3)n3nc(N)nc3N2)cc1 (stereo not given) | -4.8 | 16.1
COc1nc(NCCN2CCOCC2)nc(OC)n1 | · | -5.9
Cc1ccc(C(=O)Nc2cccc(-c3nc4ccccc4o3)c2C)cc1 | -1.7 | -2.7
O=C(c1cc(-c2ccco2)[nH]n1)N1CCN(c2ccc(F)cc2)CC1 | -7.7 | -4.8
COc1cc2c(cc1OC)C(C(=O)NCc1ccc(F)cc1)C(c1cccs1)N(C)C2=O (stereo not given) | 1.6 | 3.0
CCc1ccccc1N1C(=O)CC(Sc2ccccc2C(=O)O)C1=O (stereo not given) | -6.2 | -0.9
O=C(Cc1c[nH]c2ncccc12)NCc1ccc(C(F)(F)F)cc1 | 85.9* | -9.5
CCOc1nccnc1NC1CCN(S(C)(=O)=O)CC1 | -2.2 | 2.3
O=C(Nc1ncc(Cc2ccccc2)s1)c1ccccc1Cl | -4.5 | -8.3
Cc1nc(CC(=O)Nc2ccc(F)c(F)c2)cs1 | -3.7 | 2.8
N#CC(=Cc1[nH]c2ccccc2c1O)C(N)=NCCc1ccccc1 | -5.8 | 19.0
COc1ccccc1CNC(=O)c1cnn2c(-c3ccccc3)ccnc12 | -3.6 | -5.7
COc1ccc(NC(=O)c2c(NC(=O)C(F)(F)F)sc3c2CCCCC3)cc1 | 2.2 | 33.0
COc1ccccc1N1CCN(S(=O)(=O)c2ccc(C)cc2)C(C)C1=O (stereo not given) | -1.5 | -0.2
COc1ccc(CN2CCCCC2c2cccnc2)cc1OCc1ccccc1 (stereo not given) | -7.3 | 8.6
COc1ccccc1CNC(=O)C1CCCCC1C(=O)O (stereo not given) | 9.0 | -4.0
CC(C)(C)C(=O)Oc1ccc2c(c1)OC(=Cc1cccs1)C2=O | 2.6 | -4.4
CSc1ccc(CN2CCN(C(=O)c3ccc([N+](=O)[O-])cc3)CC2)cc1 | 2.4 | 18.4
CCCC(=O)N1CCc2cc(OC)c(OC)cc2C1COc1ccc(C(=O)OC)cc1 (stereo not given) | 0.9 | 11.9
CCN1CCCn2nc(C3CCN(C(=O)NCCCOC)CC3)cc2C1=O | 12.0 | -6.7
CC(C)c1ccc(N2CCC(C(=O)Nc3ccccc3)C2=O)cc1 (stereo not given) | -5.6 | 1.4
COc1ccc(CN2CCCC2c2cc(C(C)C)no2)cc1 (stereo not given) | -2.0 | 0.4
N#C/C(=C\c1ccc(Cl)cc1)c1nc(-c2ccccc2)cs1 | -1.0 | -95.1
CC(C)C(=O)NCCc1csc(C2CCN(C(=O)c3ccc(Cl)cc3)CC2)n1 | -3.1 | 14.6
O=C(CSc1ccc(-c2ccccn2)nn1)Nc1ccc(F)c(F)c1 | -5.8 | 99.4*
O=C(NCCNC(=O)c1ccccc1O)c1ccccc1O | 6.2 | 4.6
COc1ccc(C)cc1S(=O)(=O)n1nnc2cc(Cl)ccc21 | 4.4 | 100.0*
COc1ccccc1Cc1nc2ccccc2nc1SCC(=O)NCc1ccccc1 | -7.9 | 2.0
O=C(Cc1ccccc1)Nc1ccc2oc(-c3ccccc3Br)nc2c1 | -1.9 | 1.0
CC(=O)N(C)c1ccc(NC(=O)COc2ccc(Cl)cc2Cl)cc1 | -53.2 | 26.1

3 structures from above, ordered by length of the SMILES, falling:
SMILES | Pf apPOL block | mHTT-CaM PPI inh
COc1ccccc1Cc1nc2ccccc2nc1SCC(=O)NCc1ccccc1 | -7.9 | 2.0
CCOC(CNC(=O)CCNC(=O)c1ccc(OC)c(OC)c1)OCC | -6.8 | -1.0
COc1ccccc1CNC(=O)C1CCCCC1C(=O)O (stereo not given) | 9.0 | -4.0

Random excerpt: two records from the list.
SMILES | Pf apPOL block | mHTT-CaM PPI inh
COc1ccccc1CNC(=O)c1cnn2c(-c3ccccc3)ccnc12 | -3.6 | -5.7
COc1ccccc1Cc1nc2ccccc2nc1SCC(=O)NCc1ccccc1 | -7.9 | 2.0

Carrying on.
SMILES | Pf apPOL block | mHTT-CaM PPI inh
O=C(NCc1ccsc1)C(=O)Nc1cccnc1 | -1.1 | -11.2
CCONC(=O)c1cc(-c2ccc(Cl)cc2)n(-c2cccc(F)c2)c1C | 2.7 | 37.0
CC(C)C(=O)NCc1csc(C2CCCN(C(=O)c3cccc(F)c3)C2)n1 (stereo not given) | -1.4 | 0.5
COc1ccc2[nH]c(=S)[nH]c2c1 | -9.7 | ·
O=C(NCCc1csc(-c2ccccc2)n1)C1CSCN1C(=O)Cc1cccs1 (stereo not given) | -2.3 | 9.0
COc1ccccc1-c1ccc2oc(C3CCCN3C(=O)C(C)C)nc2c1 (stereo not given) | 0.1 | 46.6
O=C1c2ccccc2C(=O)N1Cn1cc(-c2cccc(C(F)(F)F)c2)nn1 | 2.2 | -2.6
CCOC(CCn1c(SCc2cccc(F)c2)nc2ccccc2c1=O)OCC | -4.2 | -49.0
CC(C)(C)NC(=O)COc1cccc2c1OC(C)(C)C2 | -1.8 | -4.7
O=c1oc2ccc(Br)cc2cc1-c1nc(-c2ccc([N+](=O)[O-])cc2)cs1 | -4.9 | -6.0
Cc1cc(=O)[nH]c(S)c1C#N | · | -2.0
COc1ccc(-n2nc(C(=O)N(C)C3CCCCC3)c3ccccc3c2=O)c(OC)c1 | -4.6 | 12.0
CN(CC(=O)N1N=C(c2ccc(F)cc2)CC1c1ccc(F)cc1)C(=O)C1CC1 (stereo not given) | -0.6 | 21.9
N#CC1=C(N)Oc2cc(O)ccc2C1c1ccc(-c2ccccc2)cc1 (stereo not given) | -0.3 | 32.1
CCOc1ccc(N2C(=O)S/C(=C\c3ccc(OC)cc3)C2=O)cc1 | -7.6 | 1.0
O=C(CN1CCN(C(=O)Nc2ccc(Br)cc2)CC1=O)NCc1ccccn1 | -1.6 | -11.1
Cc1ccc2nc(NCc3ccccc3)c(C=NCc3ccccc3)c(=O)n2c1 | -5.7 | -7.0
CC1=C(C(N)=O)C(c2ccco2)C(C#N)=C(SCC(=O)Nc2cccc(Cl)c2C)N1 (stereo not given) | 0.5 | 27.1
CCCN(C)C(=O)C1CCCN(c2ncccc2-c2noc(C3CCC3)n2)C1 (stereo not given) | -7.6 | 4.7
O=C(Nc1cccc2nsnc12)c1cc(-c2ccco2)on1 | 39.1 | 2.1
CC12CC(NC(=O)N1c1ccc(Br)cc1)c1cc([N+](=O)[O-])ccc1O2 (stereo not given) | 2.1 | 9.0
Cc1cccc(COC[C@H](Cc2ccccc2)N2CCN(C(=O)c3ccc(Cl)c(Cl)c3)CCC2=O)c1 | 0.2 | 100.0*
COc1cc([N+](=O)[O-])c(OC)cc1SCC(=O)NN | -3.9&-2.4 | ·
Cc1ccnc(N2CCCC(C(=O)NCCCN3CCN(c4ccc(F)cc4)CC3)C2)n1 (stereo not given) | -0.7 | 12.1
O=C(NC1CC1)C1CCCN(c2nnc3c(Cl)cccn23)C1 (stereo not given) | -5.7 | 4.9
O=C(NCc1ccco1)C1CN(C(=O)c2cccs2)CC12CCCCC2 (stereo not given) | 3.5 | 15.4
Cc1ccc(/C=C2\SC(=O)N(Cc3ccc(F)cc3)C2=O)o1 | -1.4 | 6.0
O=S1(=O)CC(N2CCCC2)CN1Cc1cn(Cc2ccc(C(F)(F)F)cc2)nn1 (stereo not given) | -11.0&-10.7 | 10.5&1.8
CC1(C)OC(C(=O)NC2CCCCC2)C(C(=O)NC2CCCCC2)O1 (stereo not given) | 10.2 | 1.0
CCC1CCc2c(sc(NC(=O)c3cc4ccccc4c(=O)o3)c2C(N)=O)C1 (stereo not given) | -7.5 | 0.0
O=S1(=O)CCSC[C@@H](CN2CCCC2)N1 | -1.9 | -7.2
COc1cccc(CNC(=O)N2CCCC2c2nc(-c3ccccc3OC)no2)c1 (stereo not given) | -3.4 | -4.4
CSC1=NC(N)=C(C#N)C2(CCCCC2)C1C(N)=O (stereo not given) | -0.6 | 1.0
O=c1oc(-c2ccccc2)nc2sc3c(c12)CCCCC3 | 4.6 | 1.0
O=C(c1ccc(C#CC2(O)CCCCC2)cc1)N1CCN(c2ccccc2Cl)CC1 | -3.6 | 20.3
COC(=O)c1ccc(COc2coc(CSc3nncn3C)cc2=O)o1 | -7.4 | -6.6
COC(=O)Nc1ccc(SC(F)F)cc1 | 6.9 | -4.5
COC(=O)CNC(=O)C1CCC(c2ccc(Cl)cc2)CC1 (stereo not given) | -1.5&-13.8 | ·
COc1ccc(Nc2ccc(OC)cc2)cc1 | -6.1 | 90.1*
Cc1ccc(C)c(S(=O)(=O)NC2CC(=O)N(C3CC3)C2)c1 (stereo not given) | -1.1 | -7.7
CCc1[nH]nc2c1C(c1ccc(O)cc1)C(C#N)=C(N)O2 (stereo not given) | 0.4 | 6.0
COc1ccc(C(=O)Nc2ccc(S(=O)(=O)Nc3cnc4ccccc4n3)cc2)cc1 | -4.8 | 1.4
CSc1nc(N)nc(-c2ccc(C(F)(F)F)cc2)n1 | 0.6&-0.1 | ·
COCCCNC(=O)C1CCN(c2ncccc2-c2nc(-c3ccccc3)no2)CC1 | -2.0 | -15.7
COc1ccccc1N(CC(=O)NCc1cccnc1)S(C)(=O)=O | -12.1 | -1.1
CC(C)NC(=O)N1CCc2c(c(COCc3cccc(F)c3)nn2C)C1 | -3.0 | 10.6
N#CCCSc1nc(N2CCOCC2)c2c(c1C#N)CCCC2 | -2.0 | 2.0
CCOc1cccc2cc(C(=O)Nc3ccc(S(N)(=O)=O)cc3)oc12 | 6.8 | 19.1
